FEN1 inhibitor = qHTS Assay for the Inhibitors of Human Flap endonuclease 1 (FEN1) | Recombinant FEN1 flap cleavage, fluorescence, 15 min | actives 0.35% (n = 390,000) | Potency, µM (titrated, usually from 114 µM), for inactives: at the top dose activity change, negative = inhibition, usual class: inhibitors | P39748; further: nearly all actives have a fitted effect of over 65% in size
Target sequence (P39748 whole entry, looked up): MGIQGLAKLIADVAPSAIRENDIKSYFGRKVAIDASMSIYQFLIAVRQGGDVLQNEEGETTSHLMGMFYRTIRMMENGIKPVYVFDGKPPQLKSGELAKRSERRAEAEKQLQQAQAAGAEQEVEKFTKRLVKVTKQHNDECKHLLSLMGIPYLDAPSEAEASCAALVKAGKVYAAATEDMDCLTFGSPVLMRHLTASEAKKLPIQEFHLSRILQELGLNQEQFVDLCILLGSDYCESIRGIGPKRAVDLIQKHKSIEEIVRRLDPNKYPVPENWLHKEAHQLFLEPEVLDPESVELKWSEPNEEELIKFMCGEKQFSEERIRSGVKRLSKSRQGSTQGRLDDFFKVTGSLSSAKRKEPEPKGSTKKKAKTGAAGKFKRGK
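FEN1 at 10 nM, compound pretreatment for 15 min (room temperature), 50 nM final substrate to initiate; endpoint reads at 0 and 15 min; DMSO-only plates used as vehicle background.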
DT40 TDP1 CPT = qHTS for Inhibitors of human tyrosyl-DNA phosphodiesterase 1 (TDP1): qHTS in cells in presence of CPT; chicken DT40 Tdp1-/-;hTDP1 cells + 20 nM CPT, ATP luminescence, 48 h; Potency, µM (doses to about 46.2 µM), for inactives: at the highest dose activity change, negative = growth inhibition, usual class: inhibitors; actives 12% (n = 420,000); further: nearly all actives have a fitted effect of over 55% in size
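Chicken DT40 Tdp1-/- cells stably complemented with human TDP1 were seeded at 400 cells/well in medium containing 20 nM camptothecin, exposed to pin-transferred compounds, and grown at 37 °C for at least 48 hr. Viability was read as ATP luminescence.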
N370S GC = qHTS Assay for Inhibitors and Activators of N370S glucocerebrosidase as a Potential Chaperone Treatment of Gaucher Disease | Lysosomal acid glucosylceramidase (Homo sapiens), P04062 | N370S GC spleen homogenate, 4MU-glucoside fluorescence | AID 2101, 2009 | Potency, µM (titrated, usually from 59.4 µM), for the others: top-dose activity change, negative = inhibition, usual class: inhibitors | actives 0.092% (n = 330,000);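 further: 0% = full enzyme activity and -100% = no enzyme basal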
The depositor's hits bear a star; ? = inconclusive; . = no result given; [ ] = dose if it differs, or a comment. The call rests on the fitted dose curve; in most records, active means well fitted curve in the direction sought with a large enough effect; inconclusive means small, poorly fitted or top-dose-only effect, or another doubt; inactive means no such curve, though single readings can be large; an effect the other way counts as inactive or inconclusive. Unless noted, on the % scale 0 is the no-effect control and ±100 the full control effect; potency means the concentration at half of the fitted maximal effect.

Start of the data: the first 6 records, to show the layout:
mol,FEN1 inhibitor,DT40 TDP1 CPT,N370S GC
O=C1OCCC1Sc1ncnc2sccc12 (configuration not stated),-3%,2%,3%
CN(CC(=O)N1CCCCC1)S(=O)(=O)c1cccc2cccnc12,2%,16%,1%
O=C(Cn1c(-c2cscn2)nc2ccccc21)Nc1ccccc1F,-4%,7.9µM*,-5%
O=C(COC(=O)C1=COCCO1)NC(=O)c1ccc(OC(F)F)cc1,2%,-2%,7%
CCCc1nn2c(=O)cc(COC(=O)c3ccc(NC(=O)C4CCCCC4)cc3)nc2s1,0%,?,.
O=C(c1ccccn1)N1CCN(c2cccc(C(F)(F)F)c2)CC1,-3%,-28%,-5%

The listing (from the top)
mol,FEN1 inhibitor,DT40 TDP1 CPT,N370S GC
O=C1OCCC1Sc1ncnc2sccc12 (configuration not stated),-3%,2%,3%
CN(CC(=O)N1CCCCC1)S(=O)(=O)c1cccc2cccnc12,2%,16%,1%
O=C(Cn1c(-c2cscn2)nc2ccccc21)Nc1ccccc1F,-4%,7.9µM*,-5%
O=C(COC(=O)C1=COCCO1)NC(=O)c1ccc(OC(F)F)cc1,2%,-2%,7%
CCCc1nn2c(=O)cc(COC(=O)c3ccc(NC(=O)C4CCCCC4)cc3)nc2s1,0%,?,.
O=C(c1ccccn1)N1CCN(c2cccc(C(F)(F)F)c2)CC1,-3%,-28%,-5%
CCSc1nnc(NC(=O)C(NC(=O)c2ccc(Cl)cc2)C(C)C)s1 (configuration not stated),-10%,-18%,1%
COCCCC1CCN(C(=O)c2cc(COc3ccc(C)nc3)on2)CC1,70%[activator],18µM*,-2%
COc1ccc(C2CC(=O)Nc3n[nH]c(-c4ccccc4)c32)cc1OC (configuration not stated),-4%,-4%,-3%
O=C(NNC(=O)c1nc(Cl)ccc1Cl)c1ccc(F)cc1,-4%,-26%,-6%
O=C(Nc1nnc(SCc2ccc(F)cc2)s1)c1ccc2c(c1)C(=O)N(c1ccccc1Cl)C2=O,-24%,-20%,22%
Cc1cc(Cl)c(OCCCNC2CCCC2)c(Br)c1,14%,?,6%
COc1cccc(NC(=O)c2cnc(SC)nc2C)c1,-4%,-24%,-8%
COc1ccccc1NC(=O)C(NC(=O)c1ccc(C)cc1)c1ccccc1 (configuration not stated),4%,-28%,1%
O=C(O)c1cc2c(s1)-c1ccccc1CC2,5%,-17%,5%
CCN1C(=O)CC(c2ccccc2)N(C2CCCC2)c2nc(Nc3ccc(C(=O)NC4CCN(C)CC4)cc3OC)ncc21 (configuration not stated),?,?,.
COc1ccccc1NC(=O)c1cc2c(CO)cnc(C)c2oc1=Nc1cccc(C(N)=O)c1,18%,5.2µM*,-2%
COc1ccccc1Cc1nc2ccccc2nc1SCC(=O)Nc1c(C)cccc1C,15%,-3%,.
O=C(c1cccc(S(=O)(=O)N2CCOCC2)c1)N(Cc1ccco1)Cc1cccs1,13%,?,.
N=C1N(/N=C/c2ccccc2)C(=Nc2ccccc2)C(=S)N1c1ccccc1,-1%,1%,-7%
O=c1c2cc(Br)ccc2[nH]c(=S)n1Cc1ccccn1,6%,?,0%
COc1ccccc1NC(=O)COC(=O)C1CCN(/C=C/C(=O)C(F)(F)F)CC1,37%[activator],-12%,5%
CCSc1cc(N2CCCC2)nc(-c2ccc(C)cc2)n1,89µM*,-8%,-16%
CCOc1ccc(NC(=O)COC(=O)c2ccc(S(=O)(=O)N3CCOCC3)cc2)cc1,-8%,-2%,.
COc1ccc(NC(=O)c2ccc(S(=O)(=O)N3CCCC3)cc2)cc1OC,7%,?,.
Cc1ccc(-c2csc(NC(=O)c3ccc(S(=O)(=O)N4CCc5ccccc54)cc3)n2)cc1,-9%,-18%,7%
COc1ccc(-n2c(COc3ccc(Cl)cc3)nnc2SCc2ccc(C#N)cc2)cc1,-18%,?,0%
CS(=O)(=O)N(CC(=O)Nc1cccc(Cl)c1Cl)c1ccccc1,8%,?,17%
Cc1c(N2C(=O)SC(CC(=O)O)C2=O)c(=O)n(-c2ccccc2)n1C (configuration not stated),-1%,-2%,4%
CCCCNC(=O)N1CCN(c2ccnc3cc(Cl)ccc23)CC1,?,21µM*,5%
O=C(CCCN1C(=O)/C(=C/c2cccs2)SC1=S)Nc1ccc(C(=O)O)cc1,-1%,4%,-11%
O=C(NC1CCCCC1)C(c1ccccn1)N(C(=O)c1csnn1)c1ccccc1 (configuration not stated),-7%,-4%,-1%
COc1cccc(NC(=O)CN2CCN(CC(=O)Nc3ccccc3Cl)CC2)c1,-10%,?,-18%
CCOC(=O)c1cnc2ncnn2c1N,4%,-1%,2%
COc1ccc(CCNc2nc(-c3cccnc3)cs2)cc1OC,-13%,?,-23%
O=C(NCc1ccccc1)C(c1ccc(F)cc1)N(Cc1ccco1)C(=O)c1ccccn1 (configuration not stated),11%,?,1%
CC(C)NC(=O)COc1ccc(Cl)cc1Cl,-2%,?,2%
Cc1ccc(OCCSc2cc(C)nc(N)n2)cc1,-9%,6%,5%
COC(=O)CCC(=O)N1CCCC(CO)(Cc2ccccc2)C1 (configuration not stated),-4%,?,-20%
CCN(CC)c1ccc(/C=N/Nc2nc(C)cc(C)n2)cc1,-4%,23µM*,-2%
COc1ccc(NC(=O)CN2C(=O)CSC(C)C2=O)cc1 (configuration not stated),7%,?,-4%
O=C(NCCc1cccc(Cl)c1)c1ccc2c(c1)OCO2,10%,-16%,0%
O=C(COC(=O)C1CCN(S(=O)(=O)c2cccs2)CC1)c1ccc2c(c1)OCCO2,-5%,-2%,8%
Cc1ccccc1NC(=O)CSc1cn(CC(=O)N2CCCCCC2)c2ccccc12,-2%,?,.
CCOc1ccc(NS(=O)(=O)c2cc(C(=O)NCCCN3CCCC3=O)ccc2C)cc1,-5%,-17%,.
Clc1cccc(Cl)c1Cn1cc(Br)cn1,-3%,-35%,4%
S=c1[nH]nc(COc2ccccc2)n1/N=C/c1ccc(Br)s1,-13%,-21%,4%
COc1ccc(S(=O)(=O)N(CC(=O)NC2CC2)Cc2ccccc2)cc1,-4%,4%,-9%
COc1cccc(/C=C/c2cnc3ccccc3n2)c1OC,1%,?,.
CCCC(=O)C1=C(O)C(C(=O)OC)C(C)(C)CC1=NCCCCCC(=O)O (configuration not stated),-6%,-23%,7%
CC(Oc1ccccc1F)C(=O)NC1CCS(=O)(=O)C1 (configuration not stated),0%,-8%,-17%
CCCC(=O)NNC(=O)c1c(O)c2ccccc2[nH]c1=O,1%,2%,0%
O=C(NC1CC1)C1=C[C@@H](c2ccc(C(F)(F)F)cc2)C[C@@H](OCCCCO)O1,-12%,?,.
COc1ccccc1N1CCN(C(=O)CSc2nnc(-c3ccoc3C)o2)CC1,3%,?,-7%
CCOC(=O)C1CCCCN1C(=O)c1cc2ccc(OC)cc2c2cc(OC)c(OC)cc12 (configuration not stated),-12%,?,.
CC(OC(=O)Cc1coc2cc3c(cc12)CCC3)C(=O)NC(N)=O (configuration not stated),-3%,18%,10%

Next section:
mol,FEN1 inhibitor,DT40 TDP1 CPT,N370S GC
COc1cccc(Nc2ncc3nc(C)c(=O)n(C4CC4)c3n2)c1,.,-12%,-1%
CCOC(=O)c1c(-c2ccc(Cl)cc2)csc1NC(=O)CNCc1ccco1,?,?,18%
N#Cc1ccccc1NC(=O)CN1CCOCC1,-7%,23%,-3%
CCOC(=O)C(C)S(=O)(=O)c1ccc(C(F)(F)F)cn1 (configuration not stated),10%,6%,0%
CC(C)=CCc1c(O)cc2oc3c(CC=C(C)C)c(O)c(O)c(CC=C(C)C)c3c(=O)c2c1O,-35%,?,0%
Clc1ccc(-c2ccn[nH]2)cc1,-2%,1%,16%
O=C1NC2(CCCCC2)CO1,3%,5%,0%
CNC(=S)NNC(=O)c1ccc(=O)n(Cc2cccc(C(F)(F)F)c2)c1,-1%,?,-13%

2 compounds picked at random from those above:
mol,FEN1 inhibitor,DT40 TDP1 CPT,N370S GC
CCOC(=O)C(C)S(=O)(=O)c1ccc(C(F)(F)F)cn1 (configuration not stated),10%,6%,0%
CCOC(=O)c1c(-c2ccc(Cl)cc2)csc1NC(=O)CNCc1ccco1,?,?,18%

Additional entries follow.
Molecule | FEN1 inhibitor | DT40 TDP1 CPT | N370S GC
CN(C(=O)COC(=O)COc1ccccc1Cc1ccccc1)c1ccccc1 | -26% | 8% | 21%
Cc1ccc2c(c1)C1C[N+](C)(CC(=O)c3ccccc3)CCC1N2C(=O)c1ccccc1Cl (configuration not stated) | -3% | -2% | .
Nc1c(C(=O)O)cnn1-c1ccccc1 | -2% | ? | -3%
CCS(=O)(=O)c1nc(S(=O)(=O)c2ccc(Cl)cc2)c(NCc2ccccc2Cl)s1 | -7% | ? | .
COc1ccc(-c2oc(=O)c3cc(OC)c(OC)cc3c2/C=C/c2ccc(OC(C)=O)cc2)cc1 | 14% | 21µM* | .
O=C(COC(=O)C1(c2ccc(F)cc2)CCCC1)N1CCc2ccccc21 | -5% | -22% | ?
Cc1cc(Br)ccc1OCCCCNC(C)(C)C | -3% | ? | 14%
O=C1c2ccccc2N2C(=O)c3ccccc3C2N1Cc1ccccc1 (configuration not stated) | -1% | ? | 9%
CCCSc1nc(N)c2c3c(sc2n1)CN(C)CC3 | 4% | -26% | -3%
CCN(CC)S(=O)(=O)c1ccc(N2CCCC2)c(NC(=O)c2ccc([N+](=O)[O-])o2)c1 | -7% | 23µM* | .
O=C(Oc1c(CN2CCOCC2)cc(Cl)c2cccnc12)c1cccs1 | -4% | 4.1µM* | -9%
Cc1cc(C)n(-c2nc(NCCCN(C)C)c3c4c(sc3n2)COC(C)(C)C4)n1 | -9% | 0% | -7%
CNC(=O)NC(=O)C(C)OC(=O)c1oc2ccccc2c1CSc1ccc(Cl)cc1 (configuration not stated) | 7% | ? | 10%
Cn1c(C(O)C(O)c2ccccc2)nc2ccccc21 (configuration not stated) | 0% | 0% | -5%
Cc1cccc(NC(=O)CS(=O)(=O)c2cn(C)c3ccccc23)c1C | -1% | -21% | -6%
O=C(OCc1ccccn1)c1ccc(COc2ccc3ccccc3c2)o1 | -18% | ? | 8%
COc1cn(CC(=O)Nc2c(C)cc(C)cc2C)c(CN2CCCCC2)cc1=O | 2% | 14% | .
CC(=O)N1c2ccc(C)cc2Sc2c1ccc1ccccc21 | -16% | -17% | .
COc1ccc(NC(C)=O)cc1S(=O)(=O)N1CCN(Cc2cccs2)CC1 | -1% | 7% | .
O=C1c2ccccc2OCOc2ccccc21 | -12% | -24% | -4%
O=[N+]([O-])c1ccc2nc(-c3ccccc3[N+](=O)[O-])[nH]c2c1 | 1% | 0% | -12%
C=CC[N+](C)(C)CC(=O)OCc1ccccc1 | 21% | 13% | -4%
Cc1ccc(OCC(=O)N(C)CC(=O)N(CC(C)C)c2c(N)n(CC(C)C)c(=O)[nH]c2=O)c(C)c1 | -4% | -9% | 0%
CCCCOc1ccc(CSc2nc(C)[nH]c2[N+](=O)[O-])cc1[N+](=O)[O-] | -9% | -4% | -20%
O=C(CC(NC(=O)c1ccccc1)c1ccccc1)Nc1cccc2ccccc12 (configuration not stated) | 7% | 6% | 5%
O=C(COC(=O)COc1ccccc1F)NCCc1ccc(F)cc1 | -4% | 13% | .
COc1cc2c(cc1NC(=O)c1ccco1)CCCC2 | 3% | -5% | ?
COc1ccccc1-n1c(=O)[nH]c2c(C(N)=O)nc(CC(C)C)nc21 | -3% | -23% | 7%
O=C(CN1C(=O)NC2(CCCCC2)C1=O)NCC(=O)Nc1ccc(F)c(F)c1 | 3% | -19% | -2%
COc1cc(Cl)ccc1OCc1cc(C(=O)NCc2cc(C(C)C)no2)no1 | ? | -25% | -10%
Cc1[nH]c2ccccc2c1/C=N/n1cnnc1 | -7% | -5% | 9%
CCN1C(Nc2ccccc2)=NC[C@@H]1Cc1ccccc1 | 14% | ? | 1%
COc1ccc(-c2c(-c3cc(OC)cc(OC)c3)sc3ccc(OC)cc23)cc1 | -21% | -28% | .
Cc1ccc(C(=O)Nc2cccc(Oc3ccccc3)c2)o1 | 1% | 18µM* | 4%
COc1cc(C(=O)NNC(=O)CN2C(=O)NC(C)(c3ccc(C)cc3)C2=O)cc(OC)c1OC (configuration not stated) | 8% | 9% | .

Not all compounds are listed; rates above refer to the full screens.
